Tau fluor counter = counter-screen for tau fibril formation inhibitors | Potency, µM (series often up to 57.7 µM), without a hit: at the top dose activity change, negative = decrease | tau K18 P301L Alexa594 fluorescence, heparin fibrillization | AID 1463 | actives 0.93% (n = 280,000); further: nearly all actives have a fitted effect of over 55% in size
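Human tau K18 P301L (15 uM unlabeled, 0.24 uM Alexa 594-labeled) in 100 mM sodium acetate pH 7 with 20 uM heparin, 6 hr at 37 C. ThT 30 uM added, 1 hr ambient; Alexa 594 FP and total fluorescence read at 555/632 nm.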
Tau FP inhib = blocks human tau fibril formation measured by polarization. P10636. actives 0.39% (n = 280,000). K18 P301L tau heparin fibrillization, Alexa594 FP, 6 h. Potency, µM (doses to about 57.7 µM), inactives show top-dose activity, negative = inhibition, actives largely listed as inhibitors; further: nearly all actives have a fitted effect of over 55% in size
Target sequence (P10636 561-689 P618L limits assumed): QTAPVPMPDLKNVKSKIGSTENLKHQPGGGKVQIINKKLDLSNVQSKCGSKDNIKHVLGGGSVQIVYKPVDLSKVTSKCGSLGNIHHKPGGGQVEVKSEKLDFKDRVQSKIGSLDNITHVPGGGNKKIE
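Heparin (20 uM) drove fibril formation of recombinant tau K18 P301L, 15 uM unlabeled with 0.24 uM Alexa 594 label, for 6 hr at 37 C in 100 mM sodium acetate pH 7. Fluorescence polarization (555/632 nm) read 1 hr after 30 uM ThT.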
Tau ThT inhib = blocks human tau fibril formation measured by thioflavin T; P10636; recombinant tau K18 P301L, heparin-induced fibrillization, ThT fluorescence; Potency, µM (series often up to 57.4 µM), inactives show at the highest dose activity, negative = inhibition, hits mostly inhibitors; actives 2.1% (n = 270,000); further: nearly all actives have a fitted effect of over 55% in size
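ThT emission at 510 nm, taken 1 hr after adding 30 uM dye, quantifies aggregates formed when 20 uM heparin acts on human tau K18 P301L for 6 hr at 37 C.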
Active calls of the source: *; ? = inconclusive. The call rests on the fitted dose curve; in most records, active means well fitted curve in the direction sought with a large enough effect; inconclusive means small, poorly fitted or top-dose-only effect, or another doubt; inactive means no such curve, though single readings can be large; an effect the other way counts as inactive or inconclusive. On the % scale 0 is the no-effect control and ±100 the full control effect; potency means the concentration at half of the fitted maximal effect.

SMILES	Tau fluor counter	Tau FP inhib	Tau ThT inhib
Cc1ccc(Cl)cc1NC(=O)c1cnn2c(C(F)F)cc(-c3ccccc3)nc12	3%	-1%	0%
CN(C)CCNC(=O)Cc1ccc(NC(=O)N2CCCCc3ccccc32)cc1	-1%	-2%	-2%
Cc1cc(C)c2c(NC(=O)c3ccccc3)c(C(=O)Nc3ccc(F)cc3)sc2n1	-2%	3%	6%
Cc1ccc(F)cc1NC(=O)CCc1c(C)nn(-c2ccc(N3CCOCC3)nn2)c1C	2%	7%	-3%
Cc1cccc(Cn2c(=O)n(-c3ccccc3C)c(=O)c3c2c2cc(C)ccc2n3C)c1	-2%	3%	0%
Cc1ccc(-c2nnc3ccccc3c2C(=O)Nc2ccc(C)c(F)c2)cc1	7%	-2%	8%
CCOc1ccc(NC(=O)CSc2nccn2-c2cccc(C)c2C)cc1	-19%	2%	-15%
COc1ccc(C)cc1NC(=O)C1COc2ccccc2C1 (stereo not drawn)	-7%	3%	2%
O=C(NCc1cccc(Cl)c1)C1CCCN(c2ncnc3onc(-c4ccc(F)cc4)c23)C1 (stereo not drawn)	-24%	5%	-2%
COc1ccc(-c2nc3scc(CCNS(=O)(=O)c4ccc5c(c4)OCCO5)n3n2)cc1	-19%	-5%	5%
O=C(Nc1cccc(C(=O)N2CCN(c3ccccc3)CC2)c1)c1nsc2ccccc12	-30%	1%	?
Cc1cc(C)cc(NC(=O)N2CCN(C(=O)c3nsc4ccccc34)CC2)c1	-1%	-2%	0%
CCc1ccccc1N(C)S(=O)(=O)c1ccc2[nH]cc(C(=O)NCCOC)c(=O)c2c1	?	?	7%
COc1ccc(S(=O)(=O)c2c(Nc3c(C)cccc3C)sc(C(=O)c3ccc4c(c3)OCO4)c2N)cc1	-4%	-14%	5%
Cc1ccc2nc(N3CCC(C(=O)NCc4ccc(F)cc4)CC3)[nH]c2c1	3%	1%	2%
Cc1ccc(NC(=O)Cn2nnc(C(=O)NCc3ccc4c(c3)OCO4)c2N)cc1Cl	-3%	?	-2%
CCOC(=O)c1ccc(NC(=O)c2c(NCc3cccs3)sc3c2CCCCC3)cc1	-26%	?	22µM*
Cc1ccc(C2=Nc3ccccc3N(CC(=O)Nc3ccccc3C)C(=O)C2)cc1C	-1%	2%	1%
CCOC(=O)c1c(C)[nH]c(CCC(=O)Nc2ccccc2C(F)(F)F)c1C	-6%	5%	-7%
COc1cc2c(cc1OC)C(COc1ccc(F)cc1)N(C(=O)C(C)C)CC2 (stereo not drawn)	4%	5%	12%
COc1ccccc1Cc1nc2ccccc2nc1SCC(=O)N1CCCCC1	-7%	1%	-12%
COc1ccc(NC(=O)CSC2=Nc3ccccc3C3=NC(CC(=O)NCc4ccc(F)cc4)C(=O)N23)cc1 (stereo not drawn)	-4%	9%	2%
CCN(C(=O)c1cccn(Cc2cccc(Cl)c2)c1=O)c1ccccc1	-7%	9%	-10%
CC1=C(c2ccc(F)cc2)S(=O)(=O)N=C1N1CCC(C(=O)NCCc2ccccc2C)CC1	-5%	-7%	-14%
Cc1csc2nc(-c3cccc(NC(=O)c4c(F)cccc4F)c3)cn12	?	-15%	-16%
O=C(CCc1ccccc1)NCCc1csc(-c2cccc(F)c2)n1	-16%	-7%	-13%
Cc1ccccc1NC(=O)CS(=O)(=O)c1cccc2nsnc12	0%	5%	1%
COc1ccc(C2C(=O)N(C3CCC(C)CC3)CC(=O)N2CCc2ccccc2)cc1OC (stereo not drawn)	2%	2%	9%
COc1cc(NC(=O)c2ccc(-c3nc(CSc4ccccc4)c(C)o3)cc2)cc(OC)c1	?	?	2%
CCc1ccccc1N1C(=O)N(Cc2ccc(C#N)cc2)c2ccccc2S1(=O)=O	-22%	?	1%
COc1ccc(NC(=O)c2cc3c(=O)n(Cc4cccnc4)ccc3nc2C)cc1OC	-4%	-5%	-5%
O=C(NC1CC(=O)N(c2cccc(F)c2)C1)c1ccc(S(=O)(=O)N2CCCC2)cc1 (stereo not drawn)	-3%	?	0%
COc1ccc(C(=O)NCC(c2ccc3c(c2)OCO3)N2CCN(c3ccccc3F)CC2)cc1 (stereo not drawn)	-28%	-1%	?
COc1ccc(-c2nc(CNC(=O)Nc3ccccc3)c(C)o2)c(OC)c1	-12%	-2%	-1%
COc1cc(C(CC(=O)Nc2ccc(F)cc2F)N2Cc3ccccc3C2=O)cc(OC)c1OC (stereo not drawn)	-1%	1%	1%
CCCN1CCN(c2ncnc3sc(C(=O)Nc4ccc(C(C)C)cc4)c(C)c23)CC1	-20%	14%	-11%
CN(C)S(=O)(=O)c1ccc2c(c1)nnn2CCNC(=O)Nc1ccc(Br)cc1	-15%	-8%	19%
O=C(NCc1cccc(Cl)c1)C1CCN(c2nn3cc(-c4ccc(F)cc4)nc3s2)CC1	-14%	-10%	?
Cc1ccc(CNC(=O)Cn2cc(C(=O)c3ccc(Cl)cc3)c(=O)c3ccc(C)nc32)cc1	-7%	-14%	-6%
COc1cccc(N2CC(NC(=O)/C=C\c3ccc4c(c3)OCO4)CC2=O)c1 (stereo not drawn)	-13%	-3%	-16%

Reformatted with each value named: entries from further up
Cc1ccc(-c2nnc3ccccc3c2C(=O)Nc2ccc(C)c(F)c2)cc1
  Tau fluor counter = 7%
  Tau FP inhib = -2%
  Tau ThT inhib = 8%

CCOc1ccc(NC(=O)CSc2nccn2-c2cccc(C)c2C)cc1
  Tau fluor counter = -19%
  Tau FP inhib = 2%
  Tau ThT inhib = -15%

Next part:
SMILES	Tau fluor counter	Tau FP inhib	Tau ThT inhib
COc1ccccc1OCc1nc2ccccc2n1Cc1ccccc1	-1%	4%	-6%
CCOC(=O)c1[nH]c(C)c(CCC(=O)Nc2ccccc2OCC)c1C	2%	5%	6%
Cc1ccc(C)c(N2CCN(C(=O)c3noc4c3CCCCC4)CC2)c1	-12%	3%	?
Cc1ccc(NC(=O)CN2C(=O)c3cccnc3Sc3ccccc32)cc1C	-8%	2%	0%
Cc1cccc(C(=O)Nc2cc(-c3ccccc3F)nn2-c2ccccc2)c1	-23%	-13%	1%
COc1cc(NC(=O)CNS(=O)(=O)c2cccs2)cc(OC)c1OC	-7%	5%	-7%
Cc1ccc2[nH]c(CSc3nnc(NC(=O)COc4ccccc4Cl)s3)cc(=O)c2c1	-12%	?	-5%
O=C(OCc1cc(=O)n2c3c(sc2n1)CCCC3)c1cccc(NC(=O)c2ccccc2F)c1	-20%	2%	?
COc1ccc(CN2CCCN(CC(=O)Nc3ccc4c(c3)OCCO4)S2(=O)=O)cc1	-11%	8%	-1%
CCOC(=O)c1c(C)oc2nc(C)nc(NCc3cccc(OC)c3)c12	-11%	2%	-16%

Looked up above.
Tau ThT inhib, `CN(C)CCNC(=O)Cc1ccc(NC(=O)N2CCCCc3ccccc32)cc1` stands at -2%
Tau FP inhib, `Cc1csc2nc(-c3cccc(NC(=O)c4c(F)cccc4F)c3)cn12` stands at -15%

Further records:
SMILES	Tau fluor counter	Tau FP inhib	Tau ThT inhib
CCc1ccc(C2=C(C)C(N3CCC(C(=O)Nc4ccc(F)cc4)CC3)=NS2(=O)=O)cc1	-8%	-9%	12%
COc1ccc(OC)c(CNC(=O)CCS(=O)(=O)c2ccc3c(c2)oc(=O)n3C)c1	-5%	-7%	0%
Cc1ccc(CCNC(=O)c2ccc(CSCc3ccc(C)cc3)o2)cc1	-1%	?	?
O=C1CCCc2cc(S(=O)(=O)N3CCCC(C(=O)NCc4ccccc4)C3)ccc2N1 (stereo not drawn)	-3%	-6%	0%
CCc1ccc(-n2c(SCc3ccccc3F)nc3[nH]ncc3c2=O)cc1	-28%	-13%	-4%
Cc1ccc(C(=O)Nc2ccc(C(=O)OCc3cc(=O)n4c5c(sc4n3)CCCC5)cc2)cc1	-23%	-16%	-2%
COc1ccc(NCc2cc3cc4c(cc3n(CC(=O)Nc3cc(C)ccc3C)c2=O)OCCO4)cc1	?	?	-13%
CC(=O)c1cc2c(cc1N/C(=N/S(=O)(=O)c1ccc(C)cc1)c1ccc(F)cc1)OCO2	-12%	-13%	?
Cc1ccc(S(=O)(=O)N2CCCc3cc(NS(=O)(=O)c4cccc(Cl)c4)ccc32)cc1	?	?	5%
CCCOc1ccc(NC(=O)CC2C(=O)N(c3ccc(F)cc3)C(=O)N2CC(C)C)cc1 (stereo not drawn)	-29%	3%	0%
CC(C)c1ccc(NC(=O)CSc2nc(=O)n(Cc3cccnc3)c3c2CCC3)cc1	-3%	2%	-14%
CCOc1ccc(-n2c(SCC(=O)c3ccccc3)nc3c([nH]c4ccccc43)c2=O)cc1	-12%	-8%	-1%
Cc1ccc(N2CCN(C(=O)c3cnn(-c4ccc(F)cc4F)c3C3CCN(C(=O)OC(C)(C)C)CC3)CC2)c(C)c1	-20%	5%	?
COc1ccc(OC)c2sc(NC(=O)c3ccc(S(=O)(=O)N4CCCC4)cc3)nc12	-28%	-16%	-4%
Cc1ccc2c(=O)c(C(=O)c3ccc(Cl)cc3)cn(CC(=O)NC3CCCCC3)c2n1	-5%	-3%	-12%
COCCNC(=O)C(=O)Nc1c2c(nn1-c1ccccc1)CS(=O)(=O)C2	0%	1%	0%
O=C1C(c2ccc(F)cc2)N(CCc2ccc(Cl)cc2)C(=O)CN1C1CCCCC1 (stereo not drawn)	5%	2%	4%
CCOc1ccccc1CNC(=O)c1cnn(-c2ccc(C)cc2)c1-n1cccc1	-5%	4%	-14%
CCN(CC)CCNC(=O)C(=O)NCC(c1ccc2c(c1)OCO2)N1CCOCC1 (stereo not drawn)	10%	9%	6%
CC(C)(C)c1ccc(C(=O)Nc2nnc3n2CCS3)cc1	0%	1%	-1%

Molecules above that have a Cl atom (ten):
SMILES	Tau fluor counter	Tau FP inhib	Tau ThT inhib
Cc1ccc(Cl)cc1NC(=O)c1cnn2c(C(F)F)cc(-c3ccccc3)nc12	3%	-1%	0%
O=C(NCc1cccc(Cl)c1)C1CCCN(c2ncnc3onc(-c4ccc(F)cc4)c23)C1 (stereo not drawn)	-24%	5%	-2%
Cc1ccc(NC(=O)Cn2nnc(C(=O)NCc3ccc4c(c3)OCO4)c2N)cc1Cl	-3%	?	-2%
CCN(C(=O)c1cccn(Cc2cccc(Cl)c2)c1=O)c1ccccc1	-7%	9%	-10%
O=C(NCc1cccc(Cl)c1)C1CCN(c2nn3cc(-c4ccc(F)cc4)nc3s2)CC1	-14%	-10%	?
Cc1ccc(CNC(=O)Cn2cc(C(=O)c3ccc(Cl)cc3)c(=O)c3ccc(C)nc32)cc1	-7%	-14%	-6%
Cc1ccc2[nH]c(CSc3nnc(NC(=O)COc4ccccc4Cl)s3)cc(=O)c2c1	-12%	?	-5%
Cc1ccc(S(=O)(=O)N2CCCc3cc(NS(=O)(=O)c4cccc(Cl)c4)ccc32)cc1	?	?	5%
Cc1ccc2c(=O)c(C(=O)c3ccc(Cl)cc3)cn(CC(=O)NC3CCCCC3)c2n1	-5%	-3%	-12%
O=C1C(c2ccc(F)cc2)N(CCc2ccc(Cl)cc2)C(=O)CN1C1CCCCC1 (stereo not drawn)	5%	2%	4%

Source: PubChem (National Center for Advancing Translational Sciences (NCATS))

Not all compounds are listed; count on the stated rates, not on these rows.
